Screening results (PubChem)
GDH-TPI counter – inhibits GDH-TPI coupling enzymes, artifact for Mtb FBA screen; inhibition, % at 4.8 µM; actives 1.2% (n = 360,000); GDH-TPI coupled enzyme counterscreen, NADH absorbance; AID 588335; in the data active = inhibition above about 30%;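 also: 0% = DMSO wells and 100% = wells lacking the enzyme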
PfHsp40 yeast – restores yeast growth despite PfHsp40 toxicity. AID 504582. S. cerevisiae expressing PfHsp40, growth rescue, ATP luminescence. growth rescue, % at 12.5 µM. actives 0.68% (n = 340,000); in the data active = growth rescue above about 28%, passing the limit was not always enough; inconclusive = no clear call, values can overlap the other calls;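 also: yeast W303a lacking pdr1 and pdr3 grown in galactose medium; growth measured after three days at 30 °C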
BoNT-F LC inh – inhibitors of Botulinum neurotoxin F light chain protease | Multiplex microsphere protease cleavage assay, flow cytometry | inhibition, % at 10 µM | actives 0.22% (n = 360,000) | AID 588497; in the data active = inhibition above about 35%, passing the limit was not always enough; inconclusive = no clear call, values can overlap the other calls; also: plate controls were buffer without enzyme for full effect and enzyme alone for no effect
Anthrax LF prot – inhibitors of Bacillus anthracis lethal factor protease; actives 0.12% (n = 360,000); P15917; inhibition, % at 10 µM; multiplex microsphere protease cleavage assay, LF; also: plate controls were buffer without enzyme for full effect and enzyme alone for no effect
BoNT A protease – BoNT A light chain protease inhibition. actives 0.17% (n = 360,000). multiplex microsphere protease substrate cleavage, flow cytometry. inhibition, % at 10 µM; also: plate controls were buffer without enzyme for full effect and enzyme alone for no effect
FBA Mtb inh – inhibitors of M. tuberculosis fructose-bisphosphate aldolase | P9WQA3 | purified M. tuberculosis FBA, fluorescence read-out | inhibition, % at 1 µM | actives 2.3% (n = 360,000) | AID 588726; in the data active = inhibition above about 27%;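 also: 0% = vehicle and 100% = reference inhibitor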
Target sequence (P9WQA3 whole entry, looked up): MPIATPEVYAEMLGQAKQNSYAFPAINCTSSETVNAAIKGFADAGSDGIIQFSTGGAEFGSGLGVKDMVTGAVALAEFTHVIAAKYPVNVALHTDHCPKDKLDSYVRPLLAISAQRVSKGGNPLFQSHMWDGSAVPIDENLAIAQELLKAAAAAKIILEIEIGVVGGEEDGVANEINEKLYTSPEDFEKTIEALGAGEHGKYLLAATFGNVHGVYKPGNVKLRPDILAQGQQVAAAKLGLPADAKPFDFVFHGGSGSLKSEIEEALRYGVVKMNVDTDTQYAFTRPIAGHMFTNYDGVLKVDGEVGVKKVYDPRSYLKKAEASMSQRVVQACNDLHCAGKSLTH
FadD28 FP inh – inhibitors of Mycobacterium tuberculosis FadD28 bisubstrate binding. FadD28 bisubstrate probe binding, fluorescence polarization. inhibition, % at 12.5 µM. actives 0.22% (n = 360,000). AID 588549; in the data active = inhibition above about 8.5%, passing the limit was not always enough; inconclusive = no clear call, values can overlap the other calls
UGM FP inh – blocks M. tuberculosis UGM enzyme; P9WIQ1; purified UGM, fluorescence polarization probe displacement; inhibition, % at 10 µM; actives 0.06% (n = 320,000); in the data active = inhibition above about 10%, passing the limit was not always enough; inconclusive = no clear call, values can overlap the other calls
Target sequence (P9WIQ1 whole entry, looked up): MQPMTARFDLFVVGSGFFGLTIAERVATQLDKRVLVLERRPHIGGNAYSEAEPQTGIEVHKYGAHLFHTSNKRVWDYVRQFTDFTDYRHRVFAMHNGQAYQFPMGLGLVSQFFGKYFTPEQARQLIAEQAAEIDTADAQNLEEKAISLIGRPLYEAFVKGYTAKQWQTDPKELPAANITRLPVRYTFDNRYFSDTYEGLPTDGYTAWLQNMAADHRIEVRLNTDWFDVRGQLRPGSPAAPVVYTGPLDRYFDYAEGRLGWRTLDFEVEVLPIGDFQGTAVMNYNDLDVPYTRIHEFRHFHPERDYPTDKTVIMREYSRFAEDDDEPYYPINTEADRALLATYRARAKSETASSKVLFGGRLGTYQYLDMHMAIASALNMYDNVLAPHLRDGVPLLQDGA
Mtb BioA inh – blocks M. tuberculosis BioA enzyme activity; purified M. tuberculosis BioA enzyme, plate reader; inhibition, % at 9.99 µM; actives 0.096% (n = 360,000); in the data active = inhibition above about 40%; inconclusive = no clear call, values can overlap the other calls
The depositor's hits bear a star; ? = inconclusive; . = not tested or not shown. Rule as the data show it, unless noted: active = inhibition above about 30%; inconclusive = no clear call, values can overlap the other calls; inactive = below that. Random draw from the library; any-hit rate near 4.7%.

SMILES | GDH-TPI counter | PfHsp40 yeast | BoNT-F LC inh | Anthrax LF prot | BoNT A protease | FBA Mtb inh | FadD28 FP inh | UGM FP inh | Mtb BioA inh
O=C(NCCN1CCN(c2ccccc2)CC1)Nc1cccc(Br)c1 | 8 | 0.7 | -12 | 7 | -1.3 | 3 | -5.6 | 1.5 | -1.6
COc1ccccc1-c1cc(C(F)(F)F)nc(N2CCN(c3ccc(F)cc3)CC2)n1 | -6 | -1.2 | -10 | -1 | -0.7 | 1 | -3.1 | 1.4 | .
COc1ccc(NC(=S)NCCc2c[nH]c3ccccc23)c(OC)c1 | 0 | 1.0 | -13 | -3 | -2.5 | -3 | -0.6 | 1.9 | 0.8
Cc1ccc(CNC(=O)C(=O)Nc2nccs2)cc1 | 9 | 0.6 | 4 | 0 | 0.2 | 0 | -0.9 | -0.9 | 0.6
CCN(CC)CCOC(=O)c1ccc(NC(=O)CCNC(=O)Cn2ccc3ccccc3c2=O)cc1 | 8 | 0.7 | -11 | 2 | 0.6 | 0 | 0.9 | -3.1 | -2.4
CC(C)c1ccc(C2N3CCCN23)cc1 (configuration not stated) | -3 | -0.8 | -2 | 1 | 0.4 | -1 | -0.8 | 5.0 | .
CCOc1ccc(CN2CCNC(=O)C2CC(=O)NCCN2CCOC2=O)cc1 (configuration not stated) | -5 | 2.2 | -14 | -4 | -2.8 | 3 | -0.6 | 2.8 | -1.2
Cc1ccc(C2(CC(=O)O)CCOC(C)(C)C2)cc1 (configuration not stated) | 1 | 0.9 | 2 | 1 | ? | 0 | -3.1 | -0.4 | -1.1
NC(=O)C1(Nc2ccc(-c3ccccc3)cc2)CCCC1 | 11 | 0.0 | 0 | 2 | -0.3 | 4 | -2.2 | . | .
N#Cc1ccc(Cn2cc(C(=O)c3ccco3)c3ccccc32)cc1 | 31* | -0.6 | 17 | -2 | 0.6 | -6 | -3.0 | -1.0 | 2.0
CC(=O)c1sc(NC(=O)CS(=O)(=O)c2ccccc2)nc1C | 30 | 0.6 | -4 | 0 | 2.3 | 1 | -1.4 | 0.0 | .
COc1cc(/C=C/C(=O)NCCc2ccc(S(N)(=O)=O)cc2)ccc1OCC#N | 22 | -1.1 | 2 | -6 | -1.2 | 12 | -2.2 | 2.8 | .
COc1ccc(N(CC(=O)NCCC(C)C)C(=O)c2snc(C(=O)NC3CCCCC3)c2N)c(OC)c1 | 11 | 0.7 | 12 | -10 | 0.6 | -1 | -3.8 | . | .
COc1ccc(Br)c(C(=O)OCC(=O)NC2CC2)c1 | 3 | 1.5 | 1 | -6 | 0.0 | 0 | . | 9.3 | 0.9
C=CC[C@@H](CC(=O)N(CCO)Cc1ccccc1)C(=O)NC[C@@H](OC(=O)[C@@H](CC=C)CC(=O)OC(C)(C)C)c1ccccc1 | 3 | 11 | -9 | -3 | 0.3 | -1 | -2.6 | 1.7 | 0.1
OCCN(Cc1ccccc1)Cc1cccc(C(F)(F)F)c1 | 6 | 1.3 | 1 | -2 | 0.5 | 1 | -3.4 | -1.3 | .
COc1cc(C(=O)Nc2ccc(C(F)(F)F)cc2)ccc1OCC(=O)N1CCOCC1 | 6 | -0.5 | . | . | . | 2 | 0.0 | . | 0.6
Cc1ccc(NC(=O)CCC2CC(C)(C)OC2=O)cc1 (configuration not stated) | -1 | -1.9 | -4 | -2 | -0.4 | 1 | 0.5 | 0.9 | .
Cc1cccc(CCNS(=O)(=O)c2ccc3c(c2)NC(=O)CO3)c1 | -2 | -0.1 | 0 | -1 | -1.1 | -3 | 0.6 | -0.7 | 0.5
O=S(=O)(NCc1cccnc1)c1ccc(Cl)nc1 | 0 | -0.2 | -2 | -6 | -0.1 | 0 | -1.4 | 2.7 | 0.4
C=CCN1C(=O)C(CC(=O)Nc2ccccc2)SC1=Nc1ccc(S(N)(=O)=O)cc1 (configuration not stated) | -4 | -0.5 | -19 | 0 | -1.6 | 1 | -5.1 | -1.1 | -0.9
COc1ccc(C(C)=O)cc1COC(=O)CCC(=O)N(CC(C)C)c1c(N)n(CC(C)C)c(=O)[nH]c1=O | 3 | -0.2 | 9 | 2 | 3.0 | 4 | -1.6 | 5.1 | 0.1
Cc1cc(C)nc(NS(=O)(=O)c2ccc(NC(=O)CCC3COc4ccccc4O3)cc2)n1 (configuration not stated) | 12 | -1.3 | 1 | -2 | 0.1 | 6 | -1.6 | 0.9 | -0.5
O=[N+]([O-])c1cc([N+](=O)[O-])c(Oc2cccc3ccccc23)cc1NN1CCCCC1 | 8 | 0.1 | -3 | 4 | -1.0 | 4 | -1.4 | . | -0.4
S=C(NCc1ccc2c(c1)OCO2)NC1CC1 | -6 | 0.3 | 5 | -4 | -1.1 | -2 | -1.4 | 0.4 | .
Clc1ccc2nc(-c3ccncc3)cc(-c3ccccc3)c2c1 | 7 | -0.9 | -4 | 1 | -0.2 | 0 | 0.7 | 1.0 | .
Cc1cc(C)nc(NC(=O)c2cc(Br)ccc2Cl)n1 | -5 | 0.8 | -4 | 2 | 0.1 | -1 | -4.2 | 0.1 | .
CN(C)CCn1c(N)nc2ccccc21 | 4 | 5.1 | -3 | -9 | -0.6 | 8 | -0.7 | -4.3 | 0.7
Cc1cccnc1NC(=O)CSc1ccc2c(c1)OCCO2 | 2 | -2.1 | 0 | -5 | 1.6 | -1 | -1.4 | -1.1 | 5.7
CC(=O)c1ccc(N2CCN(C(=O)Nc3cccc(F)c3)CC2)cc1 | 19 | 0.4 | -5 | -8 | 0.0 | 2 | -1.7 | -0.4 | .
CCCCNc1c(-c2cccc(-c3cc(C(C)=O)cs3)c2)nc2cc(C)ccn12 | 33* | 4.5 | -8 | -1 | -0.4 | 3 | -1.6 | 0.1 | 1.2
O=C(Cn1c(=O)oc2ccccc21)Nc1ccccc1Cl | -1 | -0.2 | 5 | 9 | -2.9 | -1 | -1.5 | 1.7 | -0.4
COc1ccc(-c2cc(C)no2)cc1S(=O)(=O)NCCCN(C)Cc1ccccc1 | 1 | 1.1 | -1 | 0 | 0.4 | 1 | -2.8 | 3.1 | 1.6
COc1ccc(N(C(C)=O)c2nc(C)cc(C)c2C#N)c(OC)c1 | 8 | -0.9 | 4 | 1 | -0.4 | 1 | -0.3 | -2.3 | .
CCOC(=O)N1CCC(N2C(=O)c3ccccc3C2Nc2ccc3c(c2)OCCO3)CC1 (configuration not stated) | -3 | 0.0 | 7 | -3 | 0.4 | 0 | 1.2 | -1.1 | 7.9
CCCn1nc(C(=O)N2CCc3ccccc32)c2ccccc2c1=O | 2 | 0.2 | -4 | -5 | 0.2 | -2 | . | 0.8 | 3.9
CC1=C(C(=O)OC(C)C)C(c2cn(-c3ccccc3)nc2-c2cccs2)NC(=O)N1 (configuration not stated) | 7 | 0.7 | -1 | 0 | 0.3 | 1 | -0.8 | -0.7 | -0.7
COc1nc(N(c2ccccc2)c2ccccc2)nc(-n2ccnc2)n1 | -3 | 1.7 | -10 | -1 | -0.2 | 1 | -1.0 | -2.5 | 6.5
Cc1cccc(NC(=O)CSc2nnnn2-c2ccc3c(c2)OCCO3)n1 | -3 | -0.6 | -4 | -2 | -1.1 | 2 | 0.3 | 0.1 | .
CC(C)Oc1ccc2ccccc2c1CNC[C@H]1O[C@@H](n2ccc(=O)[nH]c2=O)[C@H](O)[C@@H]1O | . | . | -5 | -5 | -0.5 | -3 | -1.0 | . | 0.4

Arranged by length of the SMILES (high to low): seven of the compounds above
SMILES | GDH-TPI counter | PfHsp40 yeast | BoNT-F LC inh | Anthrax LF prot | BoNT A protease | FBA Mtb inh | FadD28 FP inh | UGM FP inh | Mtb BioA inh
CC1=C(C(=O)OC(C)C)C(c2cn(-c3ccccc3)nc2-c2cccs2)NC(=O)N1 (configuration not stated) | 7 | 0.7 | -1 | 0 | 0.3 | 1 | -0.8 | -0.7 | -0.7
CCCCNc1c(-c2cccc(-c3cc(C(C)=O)cs3)c2)nc2cc(C)ccn12 | 33* | 4.5 | -8 | -1 | -0.4 | 3 | -1.6 | 0.1 | 1.2
Cc1cccc(NC(=O)CSc2nnnn2-c2ccc3c(c2)OCCO3)n1 | -3 | -0.6 | -4 | -2 | -1.1 | 2 | 0.3 | 0.1 | .
COc1ccc(N(C(C)=O)c2nc(C)cc(C)c2C#N)c(OC)c1 | 8 | -0.9 | 4 | 1 | -0.4 | 1 | -0.3 | -2.3 | .
COc1nc(N(c2ccccc2)c2ccccc2)nc(-n2ccnc2)n1 | -3 | 1.7 | -10 | -1 | -0.2 | 1 | -1.0 | -2.5 | 6.5
CCCn1nc(C(=O)N2CCc3ccccc32)c2ccccc2c1=O | 2 | 0.2 | -4 | -5 | 0.2 | -2 | . | 0.8 | 3.9
O=C(Cn1c(=O)oc2ccccc21)Nc1ccccc1Cl | -1 | -0.2 | 5 | 9 | -2.9 | -1 | -1.5 | 1.7 | -0.4

(list continues)
SMILES | GDH-TPI counter | PfHsp40 yeast | BoNT-F LC inh | Anthrax LF prot | BoNT A protease | FBA Mtb inh | FadD28 FP inh | UGM FP inh | Mtb BioA inh
COc1cc(NC(=O)Cc2c(C(=O)O)[nH]c3ccccc23)cc(OC)c1OC | 1 | 1.5 | -1 | 4 | -0.2 | 0 | -1.5 | 2.8 | 0.2
Cc1ccc(-n2c(SCC(=O)NCCN3C(=O)CSC3=O)nnc2-c2cccc(C)c2)cc1 | 7 | -0.4 | 2 | -2 | -0.6 | 2 | -0.9 | 1.8 | 9.7
CCOc1cc(-c2nc(C)c(C(C)=O)n2O)ccc1OCC(=O)Nc1ccccc1 | 11 | 1.9 | -3 | -2 | -0.4 | 0 | -3.9 | -1.5 | 1.8
CC(C)c1ccc(NC2CCCN(C(=O)c3cccnc3)C2)cc1 (configuration not stated) | 2 | 0.5 | 6 | -3 | 0.0 | 1 | -1.5 | -3.1 | -2.1
COc1cc(SC)ccc1C(=O)Nc1ccc(C)cc1 | 0 | 147* | -1 | -8 | -0.8 | -2 | -4.4 | -1.3 | .
Nc1nonc1C(=O)NCCN=Cc1cc(Cc2ccccc2)cc(Br)c1O | 15 | 702* | -7 | -1 | -3.6 | -4 | 1.6 | 0.6 | .
CN1CCN(S(=O)(=O)c2ccc(NC(=O)Nc3cccc(Cl)c3)cc2)CC1 | 10 | -0.3 | -3 | -1 | -0.4 | -2 | -8.8 | 1.6 | .
CC1(C)OC2OC3C(CNCCO)OC(c4ccccc4)OC3C2O1 (configuration not stated) | 5 | -1.4 | -6 | 7 | -2.0 | -2 | 0.0 | . | .
CC(C)C(C(=O)Nc1ccc(S(=O)(=O)N2CCOCC2)cc1)N1C(=O)c2ccccc2C1=O (configuration not stated) | 11 | -0.5 | -4 | 0 | -0.7 | 3 | -4.4 | 0.8 | -1.0
CCCCOc1ccc(/C=C/C(=O)OCC(=O)N2CC(=O)Nc3ccccc32)cc1OCC | 22 | 0.5 | 16 | 0 | 0.7 | 15 | -2.1 | -0.8 | .
CN(C)CCCNC(=S)N1CCn2c(nc3ccccc32)C1 | 8 | 0.3 | -5 | -1 | -1.1 | 0 | -0.3 | -1.0 | 0.6
O=C(NCc1ccc2c(c1)OCO2)C(=O)NCC1OCCN1S(=O)(=O)c1ccccc1 (configuration not stated) | 2 | -0.5 | 8 | 4 | 2.4 | -1 | -4.4 | -0.4 | -1.4
Cc1[nH]nc(-c2ccc(O)c(C)c2O)c1-c1cnn(-c2ccccc2)c1 | 16 | 0.3 | -5 | -8 | ? | 0 | 0.3 | 2.6 | 2.8
Cc1ccc(C)c(OCC(O)CN2CCC(Cc3ccccc3)CC2)c1 (configuration not stated) | 1 | 2.2 | 1 | 0 | -0.1 | 1 | -4.7 | 0.4 | 0.5
CCCn1nc(CC(=O)OCC)c2ccccc2c1=O | -3 | -0.1 | ? | -2 | 0.3 | 4 | -1.5 | 2.1 | -1.3
Cc1cc(C(=O)c2ccc(C(C)(C)C)cc2)c(NC(=O)CCl)s1 | 5 | 0.3 | -1 | -2 | -0.8 | -1 | -1.4 | -1.6 | -0.5
